HCV core dimer = HCV core protein dimerization inhibition | hit rate 0.33% among 300,000 | TR-FRET GST/Flag-core106 dimerization, 1536-well | inhibition, % at 5 µM;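 active means inhibition above the mean of all tested compounds plus 3 SD, set per screening campaign, cut at about 45% in these data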
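Assay system: Tagged HCV core106 pair (GST and Flag) | Buffer or medium: KF-containing HEPES buffer, pH 7.45, DTT, CHAPS, BSA | Also added: Eu donor and XL665 acceptor anti-tag antibodies | Dosing: One concentration, 5 µM, in 0.5% DMSO | Timing: 4 h at 22.5 °C | Technique: TR-FRET 671 and 617 nm emission | Repeats: Singlicate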
Efflux pump mplx = inhibitors of Candida antifungal efflux pumps expressed in yeast | S. cerevisiae Candida pump triplex, Nile Red efflux | inhibition, % at 10 µM | hit rate 0.44% among 330,000 | AID 485275;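 active means plate passing quality check with inhibition over a set limit, or well fluorescence over plate mean plus 4 SD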;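 further: Nile Red retained in pooled yeast measured as flow cytometry median fluorescence; 0% = buffer negative control and 100% = Enniatin B positive control; higher means more Nile Red kept so more efflux inhibition; some compounds called inactive have numbers as strong as hits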
GASC-1 inh = inhibitors of human GASC-1 (JMJD2C) demethylase. Q9H3R0. GST-JMJD2C(1-420) H3K9me3 demethylation, DELFIA europium. inhibition, % at 2.35 µM. hit rate 0.069% among 330,000. AID 2099;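 active means more than half of a compound's replicate wells show inhibition beyond 50%, single wells judged on their own value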;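 further: signal counts dimethyl H3K9 product captured on neutravidin plate; 0% = median of DMSO wells and 100% = 0.3 times that DMSO median; strong numbers were not always called active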
Target sequence (Q9H3R0 1-420 limits assumed): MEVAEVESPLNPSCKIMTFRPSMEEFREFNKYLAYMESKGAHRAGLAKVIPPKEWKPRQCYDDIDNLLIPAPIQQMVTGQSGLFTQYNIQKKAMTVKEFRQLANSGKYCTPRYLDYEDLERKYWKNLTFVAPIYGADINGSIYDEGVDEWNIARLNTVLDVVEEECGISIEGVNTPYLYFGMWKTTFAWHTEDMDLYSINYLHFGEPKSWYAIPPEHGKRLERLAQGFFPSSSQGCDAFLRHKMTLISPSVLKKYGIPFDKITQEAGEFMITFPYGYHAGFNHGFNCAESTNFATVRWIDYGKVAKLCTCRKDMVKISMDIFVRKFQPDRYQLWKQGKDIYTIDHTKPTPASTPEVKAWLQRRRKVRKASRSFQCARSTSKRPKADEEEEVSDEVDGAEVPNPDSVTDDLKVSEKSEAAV
LYPLA2 counter = blocks human lysophospholipase 2, a PME1 counter-screen | O95372 | inhibition, % at 5.9 µM | AID 2177 | recombinant LYPLA2, FP-Rh probe fluorescence polarization | hit rate 0.38% among 320,000;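 active means inhibition above the screen-wide mean plus 3 SD, limit set per campaign, cut at about 26% in these data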;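 further: 0% = LYPLA2 with DMSO and 100% = wells lacking LYPLA2 enzyme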
Target sequence (O95372 whole entry, looked up): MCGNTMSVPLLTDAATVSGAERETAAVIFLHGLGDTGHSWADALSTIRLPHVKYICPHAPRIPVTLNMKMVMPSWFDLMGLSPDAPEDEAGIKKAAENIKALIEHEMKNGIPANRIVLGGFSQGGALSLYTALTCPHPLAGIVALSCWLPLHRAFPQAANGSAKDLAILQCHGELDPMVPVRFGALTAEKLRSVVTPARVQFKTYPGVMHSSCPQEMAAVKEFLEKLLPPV
TPT1 inhibitor = inhibitors of Candida albicans tRNA 2'-phosphotransferase TPT1; recombinant caTPT1, FP RNA substrate dephosphorylation; inhibition, % at 5 µM; hit rate 0.81% among 300,000;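 active means inhibition above the mean of all tested compounds plus 3 SD, set per screening campaign, cut at about 24% in these data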;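 further: plate controls were DMSO alone for no effect and ferristatin control at 100 nM for full effect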
PP5 primary = inhibitors of human protein phosphatase 5 (PP5); P53041; purified PP5c, OMFP substrate fluorescence; inhibition, % at 6.7 µM; hit rate 0.18% among 320,000; AID 1987;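 active means inhibition above the campaign's mean inhibition across all tested compounds plus 3 SD, cut at about 9.5% in these data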;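 further: 0% = DMSO only and 100% = 100 µM cantharidin control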
PP1 inh = counter-screen for PP5 inhibitors: inhibitors of human PP1-alpha; purified PP1alpha, OMFP fluorescence; inhibition, % at 6.7 µM; hit rate 0.9% among 320,000;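 active means inhibition above the mean inhibition of all tested compounds plus 3 SD, computed separately for each screening campaign, cut at about 15% in these data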
Target sequence (P62136 whole entry, looked up): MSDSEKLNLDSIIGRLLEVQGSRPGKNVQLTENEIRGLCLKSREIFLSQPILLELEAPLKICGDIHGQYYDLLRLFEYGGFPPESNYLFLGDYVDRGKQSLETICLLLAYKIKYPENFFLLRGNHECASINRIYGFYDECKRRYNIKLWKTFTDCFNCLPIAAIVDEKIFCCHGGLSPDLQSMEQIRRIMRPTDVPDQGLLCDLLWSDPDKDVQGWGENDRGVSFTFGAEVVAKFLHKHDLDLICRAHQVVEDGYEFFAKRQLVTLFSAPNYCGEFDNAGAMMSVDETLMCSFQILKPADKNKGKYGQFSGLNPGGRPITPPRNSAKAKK
PREPL inhibitor = inhibitors of human prolyl oligopeptidase-like enzyme PREPL | inhibition, % at 5.96 µM | AID 2751 | Q4J6C6 | hit rate 0.68% among 320,000 | recombinant PREPL, fluorescence polarization activity-based probe; in the data active means inhibition above about 43%;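 further: 0% = enzyme with DMSO and 100% = wells lacking enzyme; many of its hits are not listed in these tables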
CTSL1 counter = blocks F. hepatica cathepsin L1 in PFM18AAP counter-screen; recombinant F. hepatica cathepsin L1, Z-Leu-Arg-MCA fluorescence; inhibition, % at 5.96 µM; hit rate 0.49% among 300,000; AID 1906;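 active means inhibition above the mean of all tested compounds plus 3 SD, set per screening campaign, cut at about 17% in these data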;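 further: 0% = plate median of test compound wells and 100% = 1 µM Z-Phe-Ala-diazomethylketone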
Numbers without * were called inactive; i = inactive; / = no result given; & = joins results of further samples. Some of the compounds tested, so the mix of outcomes need not match the whole.

SMILES	HCV core dimer	Efflux pump mplx	GASC-1 inh	LYPLA2 counter	TPT1 inhibitor	PP5 primary	PP1 inh	PREPL inhibitor	CTSL1 counter
Cc1cccc(C)c1NC(=S)NCc1ccncc1	-1	0.0	-8	0	4	-1.3	-2	-1	-4
COCc1cc(C)nc(SCC(=O)NC2CCCCC2C)c1C#N (configuration not stated)	-1	0.4	-1	-1	-1	0.1	-4	0	0
COc1cc(C)c(Cl)cc1S(=O)(=O)N(C)C	-9	-0.2	1	4	-6	2.8	0	-6	-3
Cc1ccc(C)c(Sc2ccc(NC(=O)CCN3C(=O)NC4(CCCC4)C3=O)cc2)c1	/	0.5	2	-9	/	5.5	-2	2	/
CSCCC(NC(=O)c1ccccc1)C(=O)OCC(=O)N(C)CCC#N (configuration not stated)	-4	-0.2	-10	5	0	2.0	-3	16	-10
O=C(c1cc(-c2cccc(O)c2)on1)N1CCCCC1	-10	0.0	-2	1	-4	4.1	0	8	0
COc1ccc(S(=O)(=O)CC2(O)CCN(C(=O)C(C)(C)C)CC2)cc1	-3	0.1	-1	0	0	-2.2	1	9	-1
Cc1nn(Cc2ccccc2)c(C)c1NC(=O)CSc1nc(C2CC2)nc2c1cnn2-c1ccccc1	0	-0.1	-124	13	-2	0.3	0	8	-2
COc1cc(/C=C(/C#N)C(=O)NCCCc2ccccc2)ccc1OCC(=O)O	6	0.0	-9	-7	2	-1.6	-6	-1	-4
CCCCC(=O)Nc1ccc(C2C(=O)c3ccccc3C2=O)cc1	-25	0.1	-4	-14	2	1.7	10	-8	3
Cc1nc(SCCC(=O)O)c2cc(-c3ccccc3)sc2n1	6	0.0	-19	4	-2	0.9	-5	-13	2
Cc1c(C(=O)NCc2ccc3c(c2)OCO3)sc2nc(-c3ccccc3)cn12	12	-0.1	1	-5	1	0.6	1	-7	1
Cc1onc(-c2c(Cl)cccc2Cl)c1C(=O)NNC(=O)c1c(-c2c(Cl)cccc2Cl)noc1C	2	0.1	11	0	-1	3.1	2	-5	-2
CCOc1cc2[nH]c(=O)n(Cc3cccc(OC)c3)c(=O)c2cc1OCC	3	0.2	-16	-1	-1	2.8	7	-3	-2
CC(=O)C1=C(O)C(=O)N(C)C1c1ccccc1[N+](=O)[O-] (configuration not stated)	-3	0.1	-21	-9	-10	-0.8	6	2	0
CC1(C)C(c2cccs2)=[N+]([O-])C2(CCCCC/C2=N\O)N1O (configuration not stated)	0	0.0	-6	-8	-1	0.4	-11	-14	-2
Nc1nn2cc(-c3ccccc3)nc2c2ccccc12	-1	0.2	0	0	-5	1.0	1	16	0
O=C(NCc1n[nH]c(=S)n1-c1ccc(Cl)c(Cl)c1)c1ccc(S(=O)(=O)N2CCCCC2)cc1	-5	0.0	-3	1	-4	0.8	-2	6	6
COc1ccc(C(=O)Nc2ccc(NC(=O)c3ccco3)cc2)cc1	5	-0.1	7	-18	-3	0.2	4	-5	1
Cn1c(=O)c2cc3ccc(Cl)cc3nc2n(C)c1=O	0	0.0	4	1	-4	-2.9	-4	-7	-5
Cc1cccc(Cn2nc(-n3cccc3)c3c(C)cc(C)nc32)c1	-1	-0.1	-9	5	-3	1.0	-1	-2	-2
Nc1c(C(=O)c2ccccc2)oc2ccccc12	-5	0.2	-12	1	1	3.0	1	19	6
NC(=O)c1cc2c3ccccc3ccn2c1-c1ccccc1	-8	-0.1	-15	7	-17	2.2	-1	4	-3
CCC1=C2CC[C@H]3C(=O)N(c4ccccc4)C(=O)[C@H]3[C@H]2[C@@]2(C)C(=NCC3CC3)OC(=O)N2C1=O	-8	/	/	3	-1	2.5	-2	8	-5
CC(/C=C1\SC(=S)N(CC(=O)O)C1=O)=C\c1ccccc1	16	0.0	4	5	-2	-1.0	2	0	-3
(next part)
SMILES	HCV core dimer	Efflux pump mplx	GASC-1 inh	LYPLA2 counter	TPT1 inhibitor	PP5 primary	PP1 inh	PREPL inhibitor	CTSL1 counter
Clc1ccc(CONc2ncnc3nonc23)c(Cl)c1	-1	0.0	7	16	-3	1.8	-3	-41	18*
CCOC(=O)N1CCN(C(=O)c2ccc(N3CCCC3=O)cc2)CC1	1	-0.1	0	9	0	0.2	-1	6	0
OC1CN=C2C=CC=CN2C1 (configuration not stated)	0	0.0	26	-3	-5	2.3	-2	-5	0
COc1ccc(Cl)cc1NC(=O)CSc1nnc(C)c(=O)n1N	4	0.6	-5	1	-4	1.8	1	0	-2
COc1ccc(Cn2ccnc2SCC(=O)Nc2ccccc2F)cc1	-3	0.1	-1	-2	1	3.2	-2	2	0
O=C(Cc1c[nH]c2ccccc12)Nc1nc2ccccc2[nH]1	5	-0.1	3	-6	2	1.6	-1	18	3
Cc1ccc(C(=O)CC2(O)C(=O)N(Cc3ccccc3)c3ccccc32)o1 (configuration not stated)	3	0.0	27	-4	-7	0.7	-2	-4	-2
CCOc1ccc(NC(=O)CSc2nnc(C34CC5CC(CC(C5)C3)C4)n2C)cc1	6	0.1	-24	-1	-2	-0.3	-3	9	2
O=C(c1cccc([N+](=O)[O-])c1)c1ccccn1	-2	0.0	-2	0	0	2.7	-4	17	-1
CCOC(=O)N1CCN(C(=O)c2ccc3nc4ccsc4c(=O)n3c2)CC1	1	-0.2	-8	2	0	1.2	-4	3	2
CC(=O)c1cccc(NC(=O)c2sc3nc4n(c(=O)c3c2C)CCCCC4)c1	12	-0.2	-1	17	-3	0.3	1	2	9
CC(=O)Nc1ccc(S(=O)(=O)NCC2CCC(C(=O)NC(C)c3ccccc3)CC2)cc1 (configuration not stated)	-2	-0.1	-4	0	-3	-5.4	-3	0	-1
CCCCn1c(SCC(=O)N2c3ccccc3CCc3ccccc32)nc2c1c(=O)n(C)c(=O)n2C	4	0.1	-5	10	-6	1.5	2	5	-2
Nc1nc(Nc2ccccc2)nc(NCc2ccco2)c1[N+](=O)[O-]	4	-0.1	4	0	2	4.6	5	-15	3
C=CCn1c(-c2cc3c(s2)CCC(CC)C3)n[nH]c1=S (configuration not stated)	2	-0.2	0	4	0	1.4	0	-3	0
COc1ccc(CN(Cc2ccc(C(=O)O)cc2)C(=S)Nc2ccccc2C)cc1OC	2	0.3	-7	-11	-5	-2.0	1	2	-1
Cc1oc(-c2ccccc2Cl)nc1CN1CCCCC1c1cccnc1 (configuration not stated)	3	-0.1	0	12	7	1.4	-2	12	-6
O=C(COC(=O)c1cnccn1)c1ccc(-c2ccccc2)cc1	7	0.1	4	4	0	-0.2	-2	4	-31
CCOC(=O)CN1C(=O)C(C)(C)Oc2ccc(C(=O)Nc3ccccc3)cc21	-2	-0.2	8	8	3	-0.2	-1	-3	4
CC(C)=Cc1oc2ccc([N+](=O)[O-])cc2c1N1CC(C)OC(C)C1 (configuration not stated)	3	0.0	5	5	1	-1.8	0	-2	0
CC(C)(C)NC(=O)CN(CC1CCCO1)C(=O)CNS(=O)(=O)c1ccc(F)cc1 (configuration not stated)	-3	0.1	3	-1	0	-2.4	3	11	5
Cc1cc(NC(=O)CSc2nc3cc4c(cc3c(=O)n2CCc2ccccc2)OCO4)no1	2	0.1	31	8	-1	-0.6	1	6	-3
Cc1ccc(N2C(=O)NC(NS(=O)(=O)c3ccccc3)(C(F)(F)F)C2=O)cc1 (configuration not stated)	6	-0.4	5	3	-3	-1.1	-4	-11	8
O=C(COC(=O)c1ccccn1)Nc1nc(-c2cccc([N+](=O)[O-])c2)cs1	6	-0.1	0	7	0	-0.3	1	-3	-8
CCOC(=O)c1ccc(Nc2ncnc3ccc(C)cc23)cc1	7	0.1	-5	2	0	0.0	-1	8	1
Next part
SMILES	HCV core dimer	Efflux pump mplx	GASC-1 inh	LYPLA2 counter	TPT1 inhibitor	PP5 primary	PP1 inh	PREPL inhibitor	CTSL1 counter
O=C(OCC(=O)N1CCOCC1)c1ccc2[nH]c3c(c2c1)CCCC3	-6	0.0	4	3	-1	1.3	7	-16	4
COc1cc(NC(=O)c2ccco2)c(OC)cc1NC(=O)Nc1ccc(Cl)cc1	-5	0.0	-1	-12	-1	4.2	-6	15	3
O=C(CN1C(=O)CS/C1=C\c1nc(-c2ccc(Cl)cc2)cs1)Nc1cccnc1Cl	4	0.0	-10	-8	4	-1.6	-2	18	-1
Cc1ccc(O)c(NC(=O)/C=C/C(=O)O)c1	1	-0.1	10	-7	-1	-0.8	-5	-1	-4
Cc1ccc(COc2ccc(CNCCCN3CCCCCC3=O)cc2)cc1	-3	0.2	2	-3	-4	-0.3	-4	39	-3
COCCN1Cc2cccc(C(=O)Nc3ccc(S(=O)(=O)N4CCCCC4)cc3)c2C1=O	-7	-0.1	-5	-3	1	0.1	1	-6	-1
O=C(OCc1ccccc1Cl)c1ccc(-n2cnnc2)cc1	3	0.1	i	5	2	5.5	-6	-3	-2
O=C(Cn1c(=O)oc2ccccc21)Nc1ccccc1Cl	-10	-0.2	14	2	-3	-1.6	-4	14	-2
CCc1ccc(N2CC(C(=O)Nc3ccc(S(=O)(=O)Nc4ncccn4)cc3)CC2=O)cc1 (configuration not stated)	2	-0.2	2	6	-4	0.3	0	-3	1
Cn1c(N)c(C(=O)COC(=O)Cn2cc(C(F)(F)F)ccc2=O)c(=O)n(C)c1=O	-4	0.0	11&-17	0	-4	0.9	-3	-1	-2
O=C(N/N=C/c1cccc([N+](=O)[O-])c1)c1cccs1	1	0.2	14	-10	1	-0.4	-3	3	1
COc1ccc(NC2CCCN(C(=O)CSc3ccncc3)C2)cc1 (configuration not stated)	-23	0.0	3	4	0	3.3	1	17	-3
O=C(CSc1cc(Cl)ccc1Cl)NCCCn1ccnc1	-1	0.1	-12	3	0	1.2	4	8	-1
Cc1ccc([N+](=O)[O-])c(OCCN2CCNCC2)c1	-3	0.0	6	-1	2	2.8	-1	-1	0
COc1cc(-c2nc(-c3cccc(C)c3)no2)cc(OC)c1OC	-4	-0.1	32	0	0	0.8	3	-15	-3
CCCN(CCC)CCNC(=O)c1cc2c(=O)n(CC)c3ccccc3c2s1	0	-0.1	3	-6	2	1.9	-3	-79	-3
COc1ccc(NC(=O)NC2(C(=O)N3CCCC3)CCCCC2)cc1	-1	0.0	3	-1	0	0.6	1	-2	-1
CCOCCCNc1nc(=S)[nH]c2cc(OC)c(OC)cc12	4	0.0	0	-5	-1	-1.0	-2	1	0
CCCCn1c(N)c(N(CCOC)C(=O)c2cc(Cl)nc3ccccc23)c(=O)[nH]c1=O	3	0.1	2	2	3	0.6	-6	-8	0
Cc1c(NC(=S)NC(=O)CSc2ccc(Cl)cc2)cccc1C(=O)O	-3	-0.1	6	-2	-1	-0.4	-1	3	1
CCCCCc1cc(=O)oc2c(C(CCN3CCN(c4ccccc4)CC3)c3ccc(N(C)C)cc3)c(OC)cc(OC)c12 (configuration not stated)	0	/	1	-9	4	4.3	8	4	1

In a second layout: entries from further up
> O=C(CN1C(=O)CS/C1=C\c1nc(-c2ccc(Cl)cc2)cs1)Nc1cccnc1Cl
  HCV core dimer = 4; Efflux pump mplx = 0.0; GASC-1 inh = -10; LYPLA2 counter = -8; TPT1 inhibitor = 4; PP5 primary = -1.6; PP1 inh = -2; PREPL inhibitor = 18; CTSL1 counter = -1

> Cc1ccc(O)c(NC(=O)/C=C/C(=O)O)c1
  HCV core dimer = 1; Efflux pump mplx = -0.1; GASC-1 inh = 10; LYPLA2 counter = -7; TPT1 inhibitor = -1; PP5 primary = -0.8; PP1 inh = -5; PREPL inhibitor = -1; CTSL1 counter = -4
